Bioassay records deposited in PubChem by National Center for Advancing Translational Sciences (NCATS).
PNC inhibitor: High Content Assay for Compounds that inhibit the Assembly of the Perinucleolar Compartment | 140,000 tested, 3.1% active | activity change (PNC), negative = inhibition, % at 10 µM | PC3M PTB-GFP, PNC prevalence imaging, 16 h; active compounds read low | AID 2417, 2010;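 active = readout at or below -70, meaning at least 70% loss of cells showing the perinucleolar compartment, a nuclear body marking cancer cells; inconclusive = readout between -30 and a set limit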;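 note: plate controls were DMSO wells for no effect and camptothecin positive control wells for full effect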
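Read-out is percentage of cells bearing a perinucleolar compartment, from automated 20x imaging of fixed, Hoechst-stained PC3M PTB-GFP cells. Cells were seeded 4 h, then exposed 16 h to compound (23 nl of library stock) in duplicate plates.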
ALOX15B inhib: qHTS Assay for Inhibitors of 15-hLO-2 (15-human lipoxygenase 2) | Polyunsaturated fatty acid lipoxygenase ALOX15B (Homo sapiens), O15296 | purified 15hLO-2, xylenol orange hydroperoxide absorbance | Potency, µM (titrated, usually from 57.1 µM), inactives show at the highest dose activity change, negative = inhibition, actives largely listed as inhibitors | 110,000 tested, 0.56% active | AID 881, 2007; note: potency is the fitted concentration of half-maximal effect; nearly all actives have a fitted effect of over 60% in size; many of its hits are not listed in these tables
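Screening format was qHTS against 50 nM purified 15hLO-2 in Hepes pH 7.5 with detergent. Activity follows hydroperoxide formation from 45 uM arachidonic acid, measured as 573:405 nm absorbance ratio of the ferric-xylenol orange complex.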
IMPase cell inh: qHTS Assay for Identifying the Cell-Membrane Permeable IMPase Inhibitors; Inositol monophosphatase 1 (Rattus norvegicus), P97697; 120,000 tested, under 10 active; inhibition (IP1 accumulation), % at 46.1 µM; AID 901, 2007; CHO-M1 cells, IP1 accumulation, HTRF TR-FRET ratio; active = well fitted curve in the direction sought with a large enough effect in the signal ratio, not every such curve was filed as active; inconclusive = small, poorly fitted or top-dose-only effect, or a change in a side signal; inactive = no such curve, though single readings can be large or run the other way; the % refers to the signal ratio;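 note: cells stimulated with carbachol in lithium chloride buffer; plate controls were DMSO basal wells for no effect and reference inhibitor wells for full effect; higher means more IMPase inhibition seen as more IP1 and lower FRET ratio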
Target sequence (P97697 whole entry, looked up): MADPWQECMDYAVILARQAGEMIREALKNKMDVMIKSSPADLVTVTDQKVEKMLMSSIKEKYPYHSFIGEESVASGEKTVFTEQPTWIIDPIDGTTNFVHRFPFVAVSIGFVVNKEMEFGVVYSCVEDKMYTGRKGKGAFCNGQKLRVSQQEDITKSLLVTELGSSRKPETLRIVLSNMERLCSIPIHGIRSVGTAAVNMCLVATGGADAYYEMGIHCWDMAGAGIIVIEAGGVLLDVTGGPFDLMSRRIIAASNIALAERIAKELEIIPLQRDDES
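CHO-M1, 2000 cells/well, cultured 16–30 h; cpd up to 46 uM; carbachol (50 uM solution, stimulation buffer w/ 50 mM LiCl, pH 7.4), 30 min 37C; IP-One TR-FRET, 10 min RT; Ex 320/Em 665, 620; Hill-fit AC50.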
ALOX12 inhib: qHTS Assay for Inhibitors of 12-hLO (12-human lipoxygenase); Polyunsaturated fatty acid lipoxygenase ALOX12 (Homo sapiens), P18054; purified 12-hLO, xylenol orange hydroperoxide absorbance; Potency, µM (top dose mostly 57.1 µM), without a hit: at the highest dose activity change, negative = inhibition, most hits filed as inhibitors; 150,000 tested, 0.12% active; AID 1452, 2008; note: potency is the fitted concentration of half-maximal effect; nearly all actives have a fitted effect of over 55% in size; many of its hits are not listed in these tables
Target sequence (P18054 whole entry, looked up): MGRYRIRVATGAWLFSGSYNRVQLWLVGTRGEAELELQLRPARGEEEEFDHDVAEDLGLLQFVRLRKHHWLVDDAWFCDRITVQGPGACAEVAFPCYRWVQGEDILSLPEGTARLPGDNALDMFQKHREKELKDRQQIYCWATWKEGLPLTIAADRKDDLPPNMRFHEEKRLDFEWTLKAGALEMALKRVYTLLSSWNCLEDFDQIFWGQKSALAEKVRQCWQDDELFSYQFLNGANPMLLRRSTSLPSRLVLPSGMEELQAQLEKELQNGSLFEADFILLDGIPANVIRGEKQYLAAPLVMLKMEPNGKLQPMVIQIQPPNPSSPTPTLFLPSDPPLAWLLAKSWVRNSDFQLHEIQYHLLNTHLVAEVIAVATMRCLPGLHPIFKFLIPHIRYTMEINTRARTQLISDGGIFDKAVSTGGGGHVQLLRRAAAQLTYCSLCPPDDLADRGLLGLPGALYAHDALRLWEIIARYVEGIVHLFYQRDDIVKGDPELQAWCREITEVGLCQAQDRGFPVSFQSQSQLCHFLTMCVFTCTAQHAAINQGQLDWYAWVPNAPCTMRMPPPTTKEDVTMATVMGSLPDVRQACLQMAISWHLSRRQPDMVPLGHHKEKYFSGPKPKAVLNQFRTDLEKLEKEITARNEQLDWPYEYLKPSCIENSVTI
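Lipoxygenase turnover measured by absorbance at 573 and 405 nm after Fe-XO development. Human 12hLO 150 nM, arachidonate 40 uM, pH 7.0 Hepes buffer with detergent; 15 min compound preincubation, 30 min reaction.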
* = called active by the depositor; ? = inconclusive; . = not tested or not shown; [ ] = dose if it differs, or a comment. Unless noted, calls come from the whole dose curve; as a rule, active = well fitted curve in the direction sought with a large enough effect; inconclusive = small, poorly fitted or top-dose-only effect, or another doubt; inactive = no such curve, though single readings can be large; an effect the other way counts as inactive or inconclusive. Unless noted, % is set by controls: 0 for no effect and ±100 for the full control effect.

A first look:
SMILES	PNC inhibitor	ALOX15B inhib	IMPase cell inh	ALOX12 inhib
O=C(O)c1cc(-c2ccc(O)cc2)nc2ccccc12	-3	1%	4	-4%
O=C(CSc1nc2ccccc2s1)NC1CCS(=O)(=O)C1 (stereo unspecified)	24	-4%	-5	7%
CCS(=O)(=O)N1CCC(C(=O)N2CCOCC2)CC1	?	1%	8	2%
COc1cc2nc(CN(C)Cc3nc4ccccc4c(=O)[nH]3)[nH]c(=O)c2cc1OC	17	30%	-5	5%

The listing, previewed entries included:
SMILES	PNC inhibitor	ALOX15B inhib	IMPase cell inh	ALOX12 inhib
O=C(O)c1cc(-c2ccc(O)cc2)nc2ccccc12	-3	1%	4	-4%
O=C(CSc1nc2ccccc2s1)NC1CCS(=O)(=O)C1 (stereo unspecified)	24	-4%	-5	7%
CCS(=O)(=O)N1CCC(C(=O)N2CCOCC2)CC1	?	1%	8	2%
COc1cc2nc(CN(C)Cc3nc4ccccc4c(=O)[nH]3)[nH]c(=O)c2cc1OC	17	30%	-5	5%
Cc1cc(=O)[nH]c(SCn2nnc3ccccc3c2=O)n1	-6	14%	3	5%
CCCCCCCCCCCCCCCCCC(=O)OCC(C)O (stereo unspecified)	.	-3%[0.0915 µM]	.	0%[0.00818 µM]
CC(C)C(=O)Nc1ccnc(-c2cccnc2)n1	16	.	-2	7%
COC(=O)C1C(c2ccccc2)C(C(=O)OCc2ccco2)C1c1ccccc1 (stereo unspecified)	13	.	18	-5%
Cc1ccc2c(c1)N(CC(=O)N(Cc1ccccn1)Cc1ccco1)C(=O)C(C(C)C)O2 (stereo unspecified)	?	.	?	-4%
Cc1cc2ccccc2c(=O)n1CC(=O)NCC(=O)N1CCCC1	59	.	4	2%
CC(C)Cn1c(-c2cccs2)nc2ccccc21	28	-2%	-4	2%
CC1(C)CC(=O)c2cc(C(=O)NCc3ccco3)c(=O)n(-c3ccc(Cl)cc3)c2C1	20	-12%	1	-3%
COc1ccc2cc3cc(C(=O)NCCCN4CCc5ccccc5C4)sc3nc2c1	18	.	.	0%
CCOC(=O)Cn1c(=O)c2c(nc(Br)n2Cc2ccccc2)n(C)c1=O	?	3%	2	-6%
O=C1CN(C(=O)COC(=O)c2oc3ccccc3c2COc2ccccc2)c2ccccc2N1	19	8%	6	-2%
COc1ccc2c(c1)N(C)/C(=C1/SC(=NCc3ccccc3)N(c3ccccc3)C1=O)S2	?	-17%[11.4 µM]	-7[1.84 µM]	0%
COc1ccc(COC(=O)c2n[nH]c3ccccc23)cc1F	?	2%	5	0%
Cc1nc2ccccc2c(=O)n1CCCn1ccnc1	-82*	9%[11.4 µM]	10[1.84 µM]	-1%
CNC(=O)COC(=O)c1cc2c(C)nn(-c3ccc(F)cc3)c2s1	?	-1%	-18	-2%
COc1ccccc1-n1c(SCC(=O)NC2CCCC2)nc2cccnc21	0	9%	1	-2%
Clc1ccc(COn2nnc3ccccc32)c(Cl)c1	-1	-5%	9	-13%
C/C(O)=C\c1nc(=O)c2c(C)cc(C)nc2n1-c1ccccc1	32	-2%	?	3%
CC1CC(C)(C)N2C(=O)C3(Nc4ccccc4S3)c3cccc1c32 (stereo unspecified)	-10	?	-3	-16%
O=c1c(Oc2ccccc2F)coc2cc(OCc3cnn(-c4ccccc4)c3)ccc12	?	.	.	3%
CCOC(=O)CSCC(NC(=O)OC(C)(C)C)C(=O)OCC (stereo unspecified)	?	7%	0	-3%
SMILES	PNC inhibitor	ALOX15B inhib	IMPase cell inh	ALOX12 inhib
CCN(C(=O)Cc1c(C(=O)O)[nH]c2ccccc12)c1cc(OC)ccc1OC	-7	2%[2.29 µM]	-4	7%
O=C(Nc1cccc(O)c1)c1cnn2cccnc12	16	0%	-3	-4%
CN(CCO)CC(O)Cn1cnc2c1c(=O)n(C)c(=O)n2C (stereo unspecified) (tested in a mixture with another compound)	-16	.	.	1%
Cc1cc(C)c2nc(SC(C)C#N)cc(C)c2c1 (stereo unspecified)	15	1%	-2	-5%
CCn1c(=O)cc(OCC(=O)N2CCCC2)c2ccccc21	10	3%	-2	-3%
CCC1CCCCN1C(=O)CSc1nnc(CNC(=O)c2ccco2)o1 (stereo unspecified)	2	0%	2	-3%
N#Cc1ccc(CSc2nnc(-c3ccccn3)n2-c2ccccc2)cc1	28	2%	4	1%
COc1cccc(C2/C(=C(/O)c3ccc(F)cc3)C(=O)C(=O)N2CCN(C)C)c1 (stereo unspecified)	21	-9%	-2	-1%
COc1cccc(-c2nn3c(-c4cc(C)[nH]n4)nnc3s2)c1	15	4%	-3	6%
O=C(NCc1ccc(Cl)cc1)c1ccc(COCC(F)(F)F)o1	?	-20%	1	-4%
CCOc1cc(/C=C(/C#N)c2nc3ccccc3[nH]2)ccc1Oc1ccc([N+](=O)[O-])cn1	?	-18%	16	-2%
COc1cc(CNC(C)(C)CO)ccc1OCC(=O)Nc1ccc(Br)cc1	29	19%	3	4%
COc1cc(/C=C(\C#N)C(=O)NCC2CCCO2)ccc1O (stereo unspecified)	86	.	12	1%
c1nc(N2CCOCC2)c2c3c(sc2n1)CCCC3	-12	0%	6	1%
CCOC(=O)C1Cc2ccccc2C(=O)O1 (stereo unspecified)	-14	3%	7	-1%
Cc1cccc(C)c1-n1c(C)cc(/C=N/NC(=O)CSc2ncccn2)c1C	-15	.	.	-2%
COc1ccc(NC(=O)C2CCCN2S(=O)(=O)c2cccc3cccnc23)c(OC)c1 (stereo unspecified)	81	.	10	-5%
Cc1ccc(-c2noc(C3CCCN(C(=O)C4CCCCC4)C3)n2)o1 (stereo unspecified)	-6	-26%	-1	3%
N#CCCn1nc(-c2ccccc2)cc1Nc1ccccc1NC(=O)c1cccs1	-8	-3%	5	-15%
COC(=O)CN(c1ccc(F)cc1)S(=O)(=O)c1ccccc1	?	8%[2.29 µM]	-1	-3%
CCN(CC)CCN=CC1=C(O)CNC1=O	?	7%	3	-6%
CC1=Nc2ccc(C)cc2N(Cc2ccccc2)C(=O)C1	?	-1%	2	2%
CC1=NN(c2ccc(C)cc2C)C(=O)C1C(c1cccc(O)c1)C1C(=O)N(c2ccc(C)cc2C)N=C1C (stereo unspecified)	-7	.	2	-9%
COC(=O)C1=C(C)N(c2ccc(F)c(Cl)c2)C(=O)C1	20	-13%	9	-3%
CCCC(=O)Nc1ccc(C(=O)NN=C(C2CC2)C2CC2)cc1	?	.	.	1%
SMILES	PNC inhibitor	ALOX15B inhib	IMPase cell inh	ALOX12 inhib
COc1ccc(OC)c(C(c2nnnn2C2CCCC2)N2CCc3ccccc3C2)c1 (stereo unspecified)	19	-9%	19	-1%
O=C(NCCn1cc(SCc2ccccc2F)c2ccccc21)c1c(F)cccc1F	?	.	.	-5%
COc1ccc(/C=N/NC(=O)C(=O)NCc2cccnc2)cc1OC	?	-3%	-2	-5%
COC(=O)c1ccc(CSc2nnnn2-c2ccc(C)cc2C)o1	9	-12%	6	-13%
Cc1cccn2c(=O)c(/C=C(\C#N)C(=O)NC3CCS(=O)(=O)C3)c(N3CCC(C(N)=O)CC3)nc12 (stereo unspecified)	-25	.	-16	0%
CNS(=O)(=O)c1cnccc1N1CCN(C)CC1	-11	.	.	1%
Cn1c(N)c(C(=O)c2ccc(Oc3ccccc3)cc2)c(=O)n(C)c1=O	28	.	.	-4%
CCn1cc(C2=NOC(C(=O)Nc3cc(OC)c(Cl)cc3OC)C2)c(C)n1 (stereo unspecified)	?	-2%	?	-5%
COc1c2ccccc2nc2occc12	.	-10%	.	-1%
Cc1oncc1C(=S)Nc1ccccc1	-92*	-12%	2	1%
Cc1nc(NC(=O)C2CC2)sc1C(=O)N1CCCCC1	?	0%	13	1%
Oc1c(C(O)(c2ccccc2)c2ccc3ccccc3c2O)ccc2ccccc12	.	-29%[11.4 µM]	.	-10%[11.4 µM]
CCN(CC)C(=O)c1scc2c1OCCO2	38	-3%	?	-3%
CCCn1c(SCC(=O)N2c3ccccc3Sc3ccccc32)nc2c1c(=O)n(C)c(=O)n2C	17	-9%	8	4%
COCCNC(=O)CC(NS(=O)(=O)c1ccc(NC(C)=O)cc1)C(C)C (stereo unspecified)	-8	0%	2	1%
COc1cc(C(=O)N2CCN(c3ccc(C)cc3C)CC2)cc(OC)c1OC	-119*	.	2	-4%
CC(C)(C)N1CC(c2nc3ccccc3n2Cc2ccccc2)CC1=O (stereo unspecified)	-29	-10%	5	-1%
Cc1ccc(C)c(C(=O)NCc2ccncc2)c1	30	1%	11	-1%
C=CCn1c(=O)c2ccccc2n2c(SCC(N)=O)nnc12	-4	-7%	3	9%
COc1ccc(-c2nnc(SCC(=O)N3c4ccccc4Sc4ccccc43)o2)cc1	-100*	.	-3	5%
CCOc1cc(C2C(C(=O)c3ccc(C)cc3)=C(C(=O)OC)Nc3nnnn32)ccc1O (stereo unspecified)	2	-1%	0	1%
CN1C(=O)NC2C1N(S(C)(=O)=O)CCN2S(C)(=O)=O (stereo unspecified)	-6	-2%	4	-2%
Cc1cc2nnc(SCC(=O)N3CCN(c4ccccc4)CC3)n2c(N)n1	6	5%	-3	3%
CCC(C)[C@H](NC(=O)NCCCc1ccccc1)C(=O)OC (stereo partly specified)	48	-6%	-2	-3%
CC(=O)c1cccc(NC(=O)C(OC(=O)c2ccccc2NS(=O)(=O)c2cccs2)c2ccccc2)c1 (stereo unspecified)	19	.	.	-2%

Quoted at random: two entries already listed
SMILES	PNC inhibitor	ALOX15B inhib	IMPase cell inh	ALOX12 inhib
COC(=O)c1ccc(CSc2nnnn2-c2ccc(C)cc2C)o1	9	-12%	6	-13%
CC(C)C(=O)Nc1ccnc(-c2cccnc2)n1	16	.	-2	7%

Next section
SMILES	PNC inhibitor	ALOX15B inhib	IMPase cell inh	ALOX12 inhib
O=C(Nc1ccccc1Cl)c1cccc(NC(=O)C2C3CC4OC(=O)C2C4C3)c1 (stereo unspecified)	42	-9%	0	6%
Nc1cc(N)nc(SCc2cc(=O)oc3cc4c(cc23)CCC4)n1	32	3%	8	-12%
CC12CCC(c3nnc(SCC(=O)Nc4cccc5ccccc45)nc31)C2(C)C (stereo unspecified)	101	-1%	1	-2%
CCOC(=O)CNC(=O)CNC(=O)Cn1ccc2ccccc2c1=O	?	12%	-2	0%
CCCCCCc1cc2cc(C(=O)NC)c(=N)oc2cc1O	?	?	5	0%
COc1ccc(-c2nc3cc(NC(=O)Cc4ccc(OC)c(OC)c4)ccc3o2)cc1	9	?	1	1%
CCOc1ccc(NC(=S)Nc2ccc3nsnc3c2)cc1	1	.	.	-25%
Cc1ccc(S(=O)(=O)N2CCC(=O)N(CCOCc3ccccc3)CC2)cc1	47	.	.	-2%
O=S(=O)(Nc1cc(Cl)ccc1N1CCCCC1)c1cccs1	?	-10%	12	2%
CCOC(=O)c1c(C)[nH]c(C(=O)N/N=C\c2ccccc2Cl)c1C	?	.	.	-1%
COc1ccc(C)cc1NC(=O)CSc1nnc(COc2ccc(Cl)cc2)n1Cc1ccco1	-14	5%	4	-22%
COc1ccc(C(=O)Cc2ccc(OC)c(OC)c2)c(OC)c1	-20	-3%	6	-7%
COC(=O)c1ccc(COC(=O)C23CC4CC(CC(O)(C4)C2)C3)o1	14	-2%	1	4%
COc1ccc(C(=O)n2ccc(C)n2)cc1Br	-6	-2%	3	-7%
Cc1nonc1OCC(C)(COc1nonc1C)NC(=O)c1ccc(Cl)cc1	?	.	?	1%
COC(=O)c1cnn2c(C(F)(F)F)cc(-c3ccccc3)nc12	8	.	16	-2%

Not all compounds are listed; count on the stated rates, not on these rows.
